PDI turbidity – PDI (human) enzyme inhibition; AID 588391; inhibition, % at 10 µM; PDI insulin aggregation turbidity, A650, 90 min; hit rate 0.052% among 350,000; P07237;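 active means mean inhibition across replicates of 30% or more, whatever share of single replicates reach that level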;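 further: absorbance from insulin aggregation driven by PDI reduction with DTT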
Target sequence (P07237 whole entry, looked up): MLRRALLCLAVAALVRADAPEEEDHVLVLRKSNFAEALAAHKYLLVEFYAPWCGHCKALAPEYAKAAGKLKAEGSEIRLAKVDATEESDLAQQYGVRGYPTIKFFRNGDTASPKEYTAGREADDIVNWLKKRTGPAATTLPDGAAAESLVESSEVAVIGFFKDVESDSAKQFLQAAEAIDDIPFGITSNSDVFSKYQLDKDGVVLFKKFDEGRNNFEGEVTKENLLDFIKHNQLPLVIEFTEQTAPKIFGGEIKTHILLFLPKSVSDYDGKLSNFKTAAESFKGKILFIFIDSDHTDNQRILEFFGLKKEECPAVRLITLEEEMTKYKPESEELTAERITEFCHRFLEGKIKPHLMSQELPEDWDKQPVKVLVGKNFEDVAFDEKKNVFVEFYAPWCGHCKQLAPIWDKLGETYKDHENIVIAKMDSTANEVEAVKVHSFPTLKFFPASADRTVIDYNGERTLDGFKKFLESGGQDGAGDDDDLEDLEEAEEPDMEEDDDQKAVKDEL
HIF-2a inh – blocks HIF-2a reporter activity; 786-0 RCC cells HIF-2a reporter, luciferase luminescence, overnight; inhibition, % at 18.8 µM; hit rate 0.72% among 360,000; AID 624352;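 active means inhibition of the luminescence signal of 40% or more relative to plate controls, in a single-dose primary screen at 18.75 µM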
Shn3 inh set2 – reduces Shn3 3'UTR luciferase signal in osteoblasts; AID 588674; hit rate 0.52% among 360,000; Clone20 osteoblast Shn3 3'UTR firefly luciferase, 24 h; inhibition, % at 12.5 µM;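 active means mean inhibition of at least 75% with every replicate also reaching 75%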;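 further: 0% = median of neutral control wells and 100% = pilot-screen positive control compound; some compounds past the cut are filed as inactive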
Vif inh – inhibitors of HIV Vif. HEK293T cells, Vif self-association by quenched fluorescence, imaging, 24 h. inhibition, % at 7.49 µM. hit rate 0.35% among 340,000. AID 602346; in the data active means inhibition above about 50%, passing the limit was not always enough; further: some results filed as inactive read as strong as hits
KKLEB tox – reduces viability of KKLEB cystic fibrosis airway cells; KKLEB CF airway cells viability, ATPlite luminescence, overnight; hits give low values; cells stimulated with P. aeruginosa culture filtrate; activity change (cytotoxicity), % at 5 µM; hit rate 0.36% among 360,000; AID 602141;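 active means corrected activity change at or below -50% at 5 µM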
CaV13 ICDI inh – Primary screen for inhibitors of IQ motif and Ca2+-dependent inactivation inhibitor domain binding in CACNA1D, Förster resonance energy transfer in living cells, …; hit rate 0.098% among 340,000; inhibition, % at 12.3 µM; HEK cells, CFP/YFP FRET ICDI-IQ, plate reader, 10 min; percent FRET-ratio fall versus neutral wells;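 active means mean replicate inhibition of at least 30% and at least 1% of replicates passing that level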;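 further: 0% = median of the neutral control wells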
Peg3 promoter – inhibitors of Peg3 promoter; AID 588405; HeLa PEG-Prom luciferase reporter, luminescence, overnight; inhibition, % at 20 µM; hit rate 1.7% among 360,000;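 active means inhibition of at least 50% at 20 µM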
CF NFkB block – inhibitors of cystic fibrosis induced NF-kB; inhibition, % at 5 µM; KKLEB NF-kB-GFP reporter, PAF-induced, GFP fluorescence overnight; hit rate 0.86% among 360,000;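 active means at least 50% inhibition at 5 µM, scaled per plate between neutral and stimulator controls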;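 further: PAF is a Pseudomonas aeruginosa culture filtrate used as stimulus; plate controls were PAF-stimulated DMSO wells for no effect and unstimulated DMSO wells for full effect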
MITF TRPM1 inh – MITF TRPM1 promoter inhibition in SK-MEL-5 cells; SK-MEL-5 TRPM1 promoter luciferase, 24 h; hit rate 0.83% among 330,000; AID 488899; inhibition, % at 12.5 µM;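 active means mean inhibition across replicates of 60% or more, whatever share of single replicates reaches that level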; further: values of inactives mirror those of a sister screen read the other way
NR2E3 ag-1 – NR2E3 (human) agonism; Q9Y5X4; hit rate 0.12% among 320,000; inhibition of corepressor binding, % at 4.78 µM; AID 2300; GST-NR2E3/biotin-RetCOR TR-FRET, 1536-well;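 active means percent inhibition above the cutoff of mean plus 3 SD of all tested compounds, set per screening campaign, cut at about 20% in these data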;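 further: 0% = DMSO wells and 100% = biotin wells as full block of FRET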
Target sequence (Q9Y5X4 whole entry, looked up): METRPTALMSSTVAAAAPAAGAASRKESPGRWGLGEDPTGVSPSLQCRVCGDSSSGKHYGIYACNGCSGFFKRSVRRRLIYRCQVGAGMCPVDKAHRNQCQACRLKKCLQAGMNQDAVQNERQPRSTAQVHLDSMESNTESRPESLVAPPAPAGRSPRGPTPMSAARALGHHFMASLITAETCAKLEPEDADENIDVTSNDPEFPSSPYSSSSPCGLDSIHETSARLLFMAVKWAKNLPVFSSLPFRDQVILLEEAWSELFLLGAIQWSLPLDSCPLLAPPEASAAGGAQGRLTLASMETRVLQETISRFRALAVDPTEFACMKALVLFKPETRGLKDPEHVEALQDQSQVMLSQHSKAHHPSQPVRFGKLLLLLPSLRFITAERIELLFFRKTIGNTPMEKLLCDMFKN
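Format: 1536-well format; test system: GST-NR2E3 and biotin-RetCOR proteins; read-out basis: percent inhibition of TR-FRET ratio; timing: 5 h incubation at 4 °C; detection: time-resolved FRET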
NR2E3 ag-2 – activates human NR2E3 receptor; AID 602229; CHO-S Gal4-NCOR/VP16-NR2E3 two-hybrid, luciferase; hit rate 0.35% among 360,000; inhibition of corepressor binding, % at 3.98 µM; Q9Y5X4;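 active means inhibition above the mean of all tested compounds plus 3 SD, cut at about 70% in these data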;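 further: 0% = DMSO with NR2E3 transfected cells and 100% = cells lacking NR2E3 construct; higher means lower luciferase signal from less NR2E3 corepressor binding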
Active calls of the source: *; nt = not tested or not shown.

Values in the order: PDI turbidity, HIF-2a inh, Shn3 inh set2, Vif inh, KKLEB tox, CaV13 ICDI inh, Peg3 promoter, CF NFkB block, MITF TRPM1 inh, NR2E3 ag-1, NR2E3 ag-2
- Cc1cccc(-c2cc3nc4c(c(N5CCCC(O)C5)n3n2)CCC4)c1 (stereo not drawn)
  10, -142, 5, -20, 3, -5, -32, -5, -5, 3, -30
- COc1ccccc1CNC(=O)COC(=O)C1CCN(S(=O)(=O)c2ccc(C)c(C)c2)CC1
  9, 2, -21, -2, -1, -2, 2, 16, 7, -2, 6
- COCCN(C(=O)CCCC(=O)Nc1ccccn1)C(C(=O)NC1CCCCC1)c1ccc(C)cc1 (stereo not drawn)
  2, -18, 13, -14, 1, nt, 1, -11, 6, 1, -5
- Cc1ccc(N=Nc2c(O)ccc3n[nH]nc23)cc1
  -3, -380, 33, -11, 11, -3, -249, -10, -59, nt, -89
- CCOc1ccccc1N(CC(=O)NC1CCCCC1)S(C)(=O)=O
  -4, 9, 6, 27, -6, nt, -5, 6, 0, 2, -31
- O=C(c1cccc(F)c1)N1CCN(S(=O)(=O)c2ccccc2)CC1
  1, 2, 0, 7, 4, -5, -6, 6, 6, -1, -13
- COc1cc(C(=S)N2CCOCC2)ccc1OC(=O)c1cc([N+](=O)[O-])cc([N+](=O)[O-])c1
  -3, 17, -3, -8, -10, -18, -9, 6, 18, 3, 2
- Cc1ccc(Nc2nc(-c3cccs3)cs2)nc1
  0, 2, 1, -14, -23, -4, -53, -18, 18, 0, -84
- CCc1ccc(CC2S/C(=C(\C#N)C(C)=O)NC2=O)cc1 (stereo not drawn)
  -4, -40, -5, -23, -9, -8, 11, -3, -4, 1, -19
- COCc1c(C(=O)N2CCN(CCOc3ccccc3)CC2)oc2ccccc12
  -7, -1, 4, -1, 3, -3, 14, -4, 5, 3, 20
- O=S(=O)(NC1CCCCC1Sc1ncccn1)c1ccccc1 (stereo not drawn)
  -4, 12, -11, -7, -2, -2, 16, 7, -19, -2, 3
- O=S(=O)(NCc1ccco1)c1cnc(Cl)c(Cl)c1
  -4, 6, 0, 2, -1, -27, 3, -11, 5, -4, 1
- O=C(CCN1CCCCC1)Nn1c(=S)[nH]c2ccccc2c1=O
  -3, -7, 4, 7, -8, -6, -11, -7, -3, -1, -8
- O=C(Nc1cccc(NC(=O)c2ccc(-c3ccc(Br)cc3)o2)c1)c1ccccc1
  -1, 3, 6, 1, -9, nt, -29, 6, -39, -3, -7
- O=[N+]([O-])c1ccc(OCCOCCOc2ccc([N+](=O)[O-])cc2)cc1
  6, 7, 10, 5, -12, -3, 37, 25, 0, 4, 7
- CCOCCCN(CCC#N)C(=O)C1CCN(S(=O)(=O)c2ccc(-n3cnnn3)cc2)CC1
  4, 13, 1, 7, 2, -4, -3, -1, 7, 6, -7
- COc1ccccc1-n1c(SCC(=O)N2CCCCC2)nc(O)c(Cc2ccccc2)c1=O
  -1, 2, -4, 11, 10, -1, 97*, -21, -5, -3, -1
- O=C(NCCSc1ccccc1)c1cccnc1
  1, -189, -59, -1, -7, nt, -145, 4, -51, 3, -64
- C/C(=N\NC(=O)CCCNc1ccc(C)cc1)c1ccccn1
  1, 27, 26, 1, 12, -3, 24, 7, 1, -1, -5
- COc1ccc(C2(CNS(=O)(=O)c3ccc(C)cc3)CCOCC2)cc1
  -6, 15, -5, nt, 6, -2, 12, 1, -2, 0, 19

A portion taken from the entries so far:
Values in the order: PDI turbidity, HIF-2a inh, Shn3 inh set2, Vif inh, KKLEB tox, CaV13 ICDI inh, Peg3 promoter, CF NFkB block, MITF TRPM1 inh, NR2E3 ag-1, NR2E3 ag-2
- Cc1ccc(N=Nc2c(O)ccc3n[nH]nc23)cc1
  -3, -380, 33, -11, 11, -3, -249, -10, -59, nt, -89
- CCOc1ccccc1N(CC(=O)NC1CCCCC1)S(C)(=O)=O
  -4, 9, 6, 27, -6, nt, -5, 6, 0, 2, -31
- O=C(c1cccc(F)c1)N1CCN(S(=O)(=O)c2ccccc2)CC1
  1, 2, 0, 7, 4, -5, -6, 6, 6, -1, -13
- COc1cc(C(=S)N2CCOCC2)ccc1OC(=O)c1cc([N+](=O)[O-])cc([N+](=O)[O-])c1
  -3, 17, -3, -8, -10, -18, -9, 6, 18, 3, 2
- Cc1ccc(Nc2nc(-c3cccs3)cs2)nc1
  0, 2, 1, -14, -23, -4, -53, -18, 18, 0, -84
- CCc1ccc(CC2S/C(=C(\C#N)C(C)=O)NC2=O)cc1 (stereo not drawn)
  -4, -40, -5, -23, -9, -8, 11, -3, -4, 1, -19
- COCc1c(C(=O)N2CCN(CCOc3ccccc3)CC2)oc2ccccc12
  -7, -1, 4, -1, 3, -3, 14, -4, 5, 3, 20
- O=S(=O)(NC1CCCCC1Sc1ncccn1)c1ccccc1 (stereo not drawn)
  -4, 12, -11, -7, -2, -2, 16, 7, -19, -2, 3
- O=S(=O)(NCc1ccco1)c1cnc(Cl)c(Cl)c1
  -4, 6, 0, 2, -1, -27, 3, -11, 5, -4, 1
- O=C(CCN1CCCCC1)Nn1c(=S)[nH]c2ccccc2c1=O
  -3, -7, 4, 7, -8, -6, -11, -7, -3, -1, -8
- O=C(Nc1cccc(NC(=O)c2ccc(-c3ccc(Br)cc3)o2)c1)c1ccccc1
  -1, 3, 6, 1, -9, nt, -29, 6, -39, -3, -7
- O=[N+]([O-])c1ccc(OCCOCCOc2ccc([N+](=O)[O-])cc2)cc1
  6, 7, 10, 5, -12, -3, 37, 25, 0, 4, 7
- CCOCCCN(CCC#N)C(=O)C1CCN(S(=O)(=O)c2ccc(-n3cnnn3)cc2)CC1
  4, 13, 1, 7, 2, -4, -3, -1, 7, 6, -7
- COc1ccccc1-n1c(SCC(=O)N2CCCCC2)nc(O)c(Cc2ccccc2)c1=O
  -1, 2, -4, 11, 10, -1, 97*, -21, -5, -3, -1
- O=C(NCCSc1ccccc1)c1cccnc1
  1, -189, -59, -1, -7, nt, -145, 4, -51, 3, -64
- C/C(=N\NC(=O)CCCNc1ccc(C)cc1)c1ccccn1
  1, 27, 26, 1, 12, -3, 24, 7, 1, -1, -5
- COc1ccc(C2(CNS(=O)(=O)c3ccc(C)cc3)CCOCC2)cc1
  -6, 15, -5, nt, 6, -2, 12, 1, -2, 0, 19

New compounds follow.
Values in the order: PDI turbidity, HIF-2a inh, Shn3 inh set2, Vif inh, KKLEB tox, CaV13 ICDI inh, Peg3 promoter, CF NFkB block, MITF TRPM1 inh, NR2E3 ag-1, NR2E3 ag-2
- O=C1CSC(=S)N1N=Cc1ccccc1O
  1, -64, -8, 3, 8, -6, -132, -32, -5, nt, -38
- O=C(NCCCn1ccnc1)C(=O)NCC1OCCN1S(=O)(=O)c1ccc(F)cc1 (stereo not drawn)
  nt, 12, 4, -1, 12, -7, -1, -23, nt, 1, 8
- CC1(C)CC(=NOC(=O)c2ccccc2)CC(C)(C)N1O
  15, 3, -2, -1, -6, -3, 10, 13, 7, -1, 24
- Cn1c(CCCNC(=O)c2ccco2)nc2ccccc21
  1, 14, -3, 20, 12, -2, -87, 3, -7, nt, -9
- NS(=O)(=O)c1ccc(NC(=O)CN(C(=O)C(F)(F)F)C2CCCC2)cc1
  6, 23, -15, nt, 4, -6, 11, 2, nt, nt, -11
- Cc1ccc(/C=N/N2CCN(c3ccccc3)CC2)cc1
  -1, -266, -44, 23, 12, -6, -208, -21, -77, 3, -8
- COCCn1ccc2c(OCC(=O)NCCc3ccccc3)cccc2c1=O
  7, 7, 10, -10, 0, -13, -1, 6, 11, -3, 2
- N#Cc1nc(COc2ccccc2Cl)oc1NCc1ccc(F)cc1
  8, 5, 1, -2, -15, -7, -6, 11, -13, -2, -10
- CCOC(=O)c1c(Nc2ccccc2OCCOC)n[nH]c1C
  1, 15, 9, 6, -16, -4, 4, 1, -14, 2, -38
- O=C(CCn1nnc2ccccc2c1=O)N[C@H](C(=O)O)c1ccccc1
  8, 15, 5, 8, 6, -4, -1, 11, 3, 1, -17
- CCc1ccc2c(Cl)c(C(=O)N/N=C/c3c[nH]c4ccccc34)sc2c1
  -5, -152, 5, -6, 12, nt, -102, -10, -31, 3, -18
- O=c1sc2ccccc2c(N2CCCC2)c1[N+](=O)[O-]
  -3, 16, -20, 0, -4, -5, 9, -19, -7, 4, 7
- Cc1ccc(S(=O)(=O)CCSc2n[nH]c(=O)n2-c2ccc3c(c2)OCCO3)cc1
  1, -6, 17, 0, -8, -3, 2, -1, 7, 4, -5
- CCOCCC(=O)Nc1ccc2c(c1)c(=O)n(C)n2-c1ccc2ccccc2c1
  -7, 12, -2, 35, -16, -4, -15, 43, nt, nt, -20
- O=C(CNC(=S)N(CCCN1CCOCC1)Cc1cccs1)N1CCCC1
  1, -1, -2, 37, 7, -21, 8, -22, 4, 0, 22
- CCOC(=O)NC(NCc1ccccc1Cl)(C(F)(F)F)C(F)(F)F
  5, 7, -10, 2, 2, -5, 1, -17, 0, 0, -4
- COc1ccc(-c2cc(C(F)(F)F)nc(SCC(=O)Nc3cc(C)on3)n2)cc1
  0, 4, -8, -19, -16, -5, 13, 9, 13, 0, -24
- COc1ccc(-c2nnc(SCC(=O)Nc3cc(S(=O)(=O)N4CCCCC4)ccc3Cl)n2N)cc1
  1, 20, 6, 6, 0, -8, 13, 0, 2, -1, 1
- c1ccc2c(c1)-c1nc3ccccc3cc1C2N1CCOCC1 (stereo not drawn)
  0, -172, -20, 10, -1, -6, -67, 32, -2, nt, -17
- O=C(CC(=O)c1ccccc1)c1ccccc1
  11, -244, -42, 1, -3, -9, -272, -20, -44, nt, -31
- COc1cc(C(=O)NCC(C)C)c([N+](=O)[O-])cc1OC
  -2, -2, -2, -11, 2, -4, -1, -10, 14, 1, -7
- CCCS(=O)(=O)N1CCC(C(=O)NCC2CCCO2)CC1 (stereo not drawn)
  -4, 14, -15, 6, -2, nt, 5, 5, -5, 1, -1
- CN1c2ccccc2SC2C(c3ccccc3)=NOC21 (stereo not drawn)
  nt, -8, -19, nt, -12, -12, 15, -6, nt, nt, -10
- c1ccc(C2C3=C(CCCC3)Nc3ncnn32)cc1 (stereo not drawn)
  3, -7, 13, 4, 5, -11, 1, -3, -1, 3, -9
- O=C(CSc1nncn1-c1cccnc1)N1CCOCC1
  -14, 4, 5, -1, 1, -7, 11, 11, 6, 3, -22
- COc1cccc(CNS(=O)(=O)c2cc(-c3cc(C)no3)ccc2C(C)C)c1
  0, 14, 6, -1, -13, -2, 28, 22, 16, 0, -54
- Cc1noc(C)c1NC(=O)Nc1ccc2c(c1)C(=O)N([C@H](C)CO)C[C@H](C)[C@@H](CN(C)C(=O)NC1CCCCC1)O2
  -6, 10, -17, 2, 6, -10, -5, -5, 4, nt, -11
- O=C1CCC(c2ccccc2)N1C(=O)c1cccnc1 (stereo not drawn)
  2, 8, -11, -9, -5, -7, 19, 3, -2, 0, 5
